Screening data as filed in PubChem BioAssay.
BAP1 block: human BAP1 deubiquitinase inhibition | Q92560 | recombinant BAP1, Ub-AMC hydrolysis fluorescence kinetic; hits give low values | activity remaining (% of control), % at 20 µM | 0.48% of 72,000 active | AID 436;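 active = activity remaining at or below 50% of control, provided the compound also passes the data quality filters; inactive = the rest, including low values that fail the filters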;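 also: 100% = DMSO wells rate and 0% = substrate alone blank rate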
Target sequence (Q92560 whole entry, looked up): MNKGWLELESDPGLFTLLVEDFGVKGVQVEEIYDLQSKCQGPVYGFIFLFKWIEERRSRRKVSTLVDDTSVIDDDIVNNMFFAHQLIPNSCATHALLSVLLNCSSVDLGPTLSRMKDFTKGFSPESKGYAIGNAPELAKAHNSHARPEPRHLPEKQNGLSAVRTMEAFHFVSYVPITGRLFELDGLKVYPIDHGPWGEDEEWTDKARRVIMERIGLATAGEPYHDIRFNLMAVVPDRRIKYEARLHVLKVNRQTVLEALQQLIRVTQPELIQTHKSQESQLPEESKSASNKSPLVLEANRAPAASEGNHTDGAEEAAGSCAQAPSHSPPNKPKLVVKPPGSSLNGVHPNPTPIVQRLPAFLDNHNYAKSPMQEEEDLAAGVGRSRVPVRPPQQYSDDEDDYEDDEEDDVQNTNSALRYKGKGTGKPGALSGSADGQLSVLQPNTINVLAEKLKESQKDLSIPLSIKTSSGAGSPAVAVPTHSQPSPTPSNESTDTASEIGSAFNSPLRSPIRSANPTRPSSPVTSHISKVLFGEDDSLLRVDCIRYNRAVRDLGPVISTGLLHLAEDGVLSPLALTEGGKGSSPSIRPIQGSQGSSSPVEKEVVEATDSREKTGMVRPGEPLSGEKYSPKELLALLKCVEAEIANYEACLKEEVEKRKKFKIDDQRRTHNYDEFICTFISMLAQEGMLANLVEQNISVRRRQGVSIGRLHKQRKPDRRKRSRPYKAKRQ
HePTP inh: blocks human HePTP tyrosine phosphatase | P35236 | recombinant HePTP phosphatase activity, OD absorbance | inhibition, % at 20 µM | 0.64% of 110,000 active | AID 521; in the data active = inhibition above about 50%;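 also: plate controls were vehicle for no effect and reference inhibitor for full effect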
Target sequence (P35236 whole entry, looked up): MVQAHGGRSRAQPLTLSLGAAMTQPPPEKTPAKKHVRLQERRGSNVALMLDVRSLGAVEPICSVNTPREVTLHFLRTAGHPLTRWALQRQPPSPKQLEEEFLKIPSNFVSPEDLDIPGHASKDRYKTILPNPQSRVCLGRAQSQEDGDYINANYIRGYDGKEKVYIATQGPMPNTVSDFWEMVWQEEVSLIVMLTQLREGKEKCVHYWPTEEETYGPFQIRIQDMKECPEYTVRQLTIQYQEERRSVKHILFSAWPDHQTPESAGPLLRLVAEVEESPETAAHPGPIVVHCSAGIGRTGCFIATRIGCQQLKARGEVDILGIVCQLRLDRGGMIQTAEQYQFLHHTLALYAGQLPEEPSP
* hit, by the source's call; x = not tested or not shown; & = joins results of further samples.

Molecule | BAP1 block | HePTP inh
CCOc1ccccc1-n1nnnc1SCC(=O)Nc1cc2oc3ccccc3c2cc1OC | 138.6 | 0.3
O=C1NCCN1CCNS(=O)(=O)c1ccc2ccccc2c1 | 100.9 | 0.7
Cc1ccsc1C(C(=O)NC1CCCCC1)N(C(=O)c1csnn1)C1CC1 (stereo not given) | 90.8 | 6.2
O=[N+]([O-])c1cccc(CNc2ccc3c(c2)CCC3)c1 | x | -19.2
N/C(=N\S(=O)(=O)c1ccc(Cl)s1)c1ccccc1 | 121.0 | 3.9
CCN(CC)S(=O)(=O)c1ccc(-c2nnc3sc4cccc(C)c4n23)cc1 | 86.2 | 4.1
Cc1nc(N=Nc2ccc(C(=O)O)cc2)c(COP(=O)(O)O)c(C=O)c1O | 78.9 | x
Cc1ccc(-c2nnc3n2N=C(c2ccccc2)CS3)cc1 | 93.0 | 1.6
O=C(O)CCc1nn2cc(-c3ccccc3)nc2[nH]c1=O | 85.7 | 6.2
CN1CCN(C(=O)c2ccc3ccccc3c2)CC1 | 88.8 | 3.9
Cn1c(=O)c2c(nc(NCc3ccccc3)n2CCCc2ccccc2)n(C)c1=O | 98.0 | -0.2
O=C(N/N=C/c1ccc2c(c1)OCCO2)C(=O)Nc1ccc(F)cc1 | x | -10.6
C/C(=N\NC(=O)c1cccc([N+](=O)[O-])c1)c1cccnc1 | x | 2.7
COC(=O)C1=C(C)NC2=C(C(=O)CCC2)C1c1ccccc1I (stereo not given) | 139.4 | x
CN(C)c1ccc(C=NCCC2(O)CCOC(C)(C)C2)cc1 (stereo not given) | 122.4 | 5.6
CC1(C)CC(NC(=O)c2ccc(I)cc2)CC(C)(C)N1 | x | 3.4
CC1=CC(=Cc2sc3ccccc3[n+]2C)C=C(C)O1 | 107.8 | x
Cc1cc(-c2nnc3n2CCCCC3)c(C)n1-c1ccccc1 | 85.7 | 8.7
COc1ccc(/C=C2\SC(=NCc3ccccc3)N(Cc3ccccc3)C2=O)cc1C(=O)O | x | 7.9
COc1ccc(CCn2c(N)c(S(=O)(=O)c3cccs3)c3nc4ccccc4nc32)cc1OC | x | 0.5
COC(=O)c1cc(C(=O)N2CC(C)OC(C)C2)cc([N+](=O)[O-])c1 (stereo not given) | x | 10.7
CCOCCCNC(=O)C1CCN(C(=O)Nc2ccc(C)cc2)CC1 | 105.4 | 9.5
Cc1ccc(C)n1-c1ccc(O)c(C(=O)O)c1 | x | 104.0*
COc1cccc(/C=C2/SC(=S)N(CCC(=O)Nc3ccc(O)cc3)C2=O)c1 | x | -16.8
c1nc(N2CCN(Cc3ccc4c(c3)OCO4)CC2)c2[nH]cnc2n1 | 99.5 | 6.1

Gathered by group: the entries above with a COOH group (four)
Molecule | BAP1 block | HePTP inh
Cc1nc(N=Nc2ccc(C(=O)O)cc2)c(COP(=O)(O)O)c(C=O)c1O | 78.9 | x
O=C(O)CCc1nn2cc(-c3ccccc3)nc2[nH]c1=O | 85.7 | 6.2
COc1ccc(/C=C2\SC(=NCc3ccccc3)N(Cc3ccccc3)C2=O)cc1C(=O)O | x | 7.9
Cc1ccc(C)n1-c1ccc(O)c(C(=O)O)c1 | x | 104.0*

The results go on.
Molecule | BAP1 block | HePTP inh
CCOc1cc(OCC)cc(C(=O)Nc2ccc(C(C)=O)cc2)c1 | x | 6.5
O=C(CN1C(=O)c2ccccc2C1=O)Nc1ccc(N2CCOCC2)cc1 | 91.7 | 5.0
Cc1ccc(C)c(NC2=C(Cl)C(=O)N(c3cccc(Cl)c3)C2=O)c1 | x | -9.7
CC(C)(C)c1ccc(C(=O)Oc2ccc(Cl)cc2)cc1 | 82.7 | x
O=C(CSc1nnc(-c2ccc(F)cc2)o1)Nc1ccc(S(=O)(=O)N2CCCC2)cc1 | 104.3 | 6.6
CC(NC(=O)/C(CCCC#N)=N/O)c1ccccc1 (stereo not given) | x | 1.7
Cc1ccc(C(=O)N2c3ccccc3-c3c(ssc3=S)C2(C)C)cc1 | x | -12.9
COc1ccc2c(c1OC)C(=O)N1c3ccccc3C(=O)N(c3ccccc3F)C21 (stereo not given) | 92.4 | 4.9
O=C(Nc1ccccc1Cl)c1ccco1 | x | 3.3
COc1ccccc1-c1cc(C(=O)NCc2ccccc2)no1 | 96.3 | 3.4
Cc1ccc(-n2c(SCC(=O)NCC3CCCO3)nc3c(c2=O)SCC3)cc1 (stereo not given) | x | 4.2
CN=C(Nc1ccc2c(c1)OCO2)SC1CC(=O)N(c2ccc(Cl)cc2)C1=O (stereo not given) | x | -5.1
Cc1cccc(-c2cc3nc4c(c(N5CCOCC5)n3n2)CCCC4)c1 | 42.9* | 9.3
C=CCOc1cccc(C2C(C(=O)c3ccco3)=C(O)C(=O)N2Cc2ccncc2)c1 (stereo not given) | 131.8 | 5.3
COc1ccc(NS(=O)(=O)c2ccc(C(C)C)cc2)cc1 | x | 7.7
CCOC(=O)CC(=O)CSCC(=O)Nc1ccc(C)cc1 | 133.7 | 0.0
Cc1nn(-c2ccccc2)c(C)c1C(=O)OCC(=O)N1CC(=O)Nc2ccccc21 | 104.2 | 8.4
CCN(CC)c1ccc(C=Nc2ccc(S(N)(=O)=O)cc2)c(O)c1 | x | -6.5
C=CCNC(=O)CC(C)C(CCCCC)C(=O)O (stereo not given) | 97.8 | -8.0
COC(=O)Nc1c(-c2ccccc2)nc2ccc(Cl)cn12 | x | 5.4
CC1C(C(=O)N(C=O)c2cccc([N+](=O)[O-])c2)C2C=CC1C21CC1 (stereo not given) | x | 0.3
COCCCN(C(C)=O)c1nc(-c2ccccc2)cs1 | 105.7 | 4.1
CCCc1cnc(-c2ccc(F)cc2)nc1 | x | 7.0
CN1CCN(c2ccccc2NC(=O)c2ccc(Br)o2)CC1 | 64.3 | 9.7
Cc1cc(=O)oc2cc(OCC#N)ccc12 | 113.9 | 9.3
Cc1ccccc1Cn1c(-c2cncs2)nc2ccccc21 | 81.0 | 0.1
Cc1nc2ccccc2n1CCc1nc2c3ccccc3nc(SCC(=O)NCc3ccco3)n2n1 | 63.2 | -7.7
Cc1ccc(OCCCCn2ccnc2)c(Cl)c1 | 131.4 | 5.5&8.5
COc1ccc(-n2c(CNC(=O)c3cccs3)n[nH]c2=S)cc1 | 119.3 | x
Brc1ccc(NCn2nnc3ccccc32)cc1 | x | 7.4
O=C(CN(C(=O)CCC(=O)Nc1nccs1)c1ccc(F)cc1)NCc1ccco1 | 106.0 | 3.7
CC1=NN(C(=O)C(C)(C)C)C(O)(c2ccccc2)C1 (stereo not given) | x | -7.7
CC(C)(C)C1CCc2nc(N)c3c(=O)oc4ccccc4c3c2C1 (stereo not given) | 78.6 | x
COc1ccc2c(c1OC)C(=O)N(c1cccc(C(F)(F)F)c1)C2 | 95.5 | -0.3&-1.1
C=CCOC(=O)C1=C(C)NC2=C(C(=O)CCC2)C1c1cccc(O)c1 (stereo not given) | 250.6 | x
CC1=CC(C)(C)N(C(=O)c2ccc(F)cc2)c2ccc(OC(=O)c3ccc([N+](=O)[O-])cc3)cc21 | x | -1.0
O=[N+]([O-])c1cccc(-c2csc(N/N=C\c3ccccc3O)n2)c1 | x | 7.9
Cc1ccc(C(C)C)c(OCC(=O)Nc2ccc(OC(F)(F)F)cc2)c1 | x | 83.0*
CCCSc1nnc(-c2c[nH]c3ccccc23)n1C | 93.9 | -3.2
CCN(CC)Cc1c(C(=O)OC(C)C)nnn1-c1nonc1N | 99.8 | 8.5
Cc1ccc(C(=O)CSc2nnc(CNc3ccc(C)cc3C)o2)cc1 | 98.7 | -2.0
CC1=CCC2(CO)COC(c3ccccc3O)C1C2 (stereo not given) | 95.6 | 1.0
CCOC(=O)C1=C(NC(=O)c2ccc(Br)o2)Nc2ccccc2N=C1 | 83.1 | -8.6
COc1ccc(-c2cc(C(F)(F)F)n3nc(C)cc3n2)cc1 | 80.1 | 2.3
CCOC(=O)C1=C(C)NC(=O)NC1c1c(C)nn(-c2ccccc2)c1Cl (stereo not given) | 145.8 | 6.0
Cc1cc(C)cc(OCC(=O)Nc2cccc(-c3nnc(-c4ccco4)o3)c2)c1 | x | 4.1
CN(C)C=Nc1ccn(Cc2ccccc2)c(=O)c1C#N | x | 2.3
CCCC(c1nnnn1CC1CCCO1)N1CCN(c2cc(Cl)ccc2C)CC1 (stereo not given) | 76.4 | 12.3
COc1ccc(C2NC(=O)NC(C)=C2C(=O)OCCCCl)cc1OC (stereo not given) | 111.2 | x
Nc1nc2n(n1)C(c1c(F)cccc1Cl)CC(c1ccc(F)cc1)N2 (stereo not given) | 78.5 | 6.9

(next part)
Molecule | BAP1 block | HePTP inh
CCCCNc1nc2c(c(=O)[nH]c(=O)n2C)n1CCOc1ccccc1 | 66.8 | 6.6
Cc1nn(C)cc1CN(C)C(=O)c1sc2cccc(Cl)c2c1Cl | 93.0 | -3.5
N#Cc1c(N)sc2c1CCN(C(=O)OCc1ccccc1)C2 | 65.3 | 11.8
CCOC(=O)c1c(C)[nH]c(C)c1C(=O)COC(=O)CNC(=O)c1ccc(OCC)cc1 | 103.2 | 13.7
COc1ccccc1N(CC(=O)Nc1ccccc1Br)S(=O)(=O)c1ccccc1 | x | -0.5
Cc1ccc(C)c(-c2nc3ccccc3c(C(=O)O)c2C)c1 | x | 4.0
Cc1ccc(N2C(=O)CC(N3CCC(Cc4ccccc4)CC3)C2=O)cc1 (stereo not given) | x | 9.1
CCOC(=O)COc1ccc2c(c1)C(=O)CC(C)(c1cccnc1)O2 (stereo not given) | x | 8.4
O=C(O)C(Cc1ccccc1)P(=O)(O)CN1CCOCC1 (stereo not given) | x | 3.6
O=c1c2c(nc3cc(-c4cccc(F)c4)[nH]n13)CCC2 | x | -2.2
Cc1cccc(NC(=O)C2CCN(S(=O)(=O)c3cccc4cccnc34)CC2)n1 | 97.1 | 7.2
FC(F)(F)c1cccc(Nc2ncnc3ccc(Br)cc23)c1 | 131.4 | 7.1
CC(=O)NC1=NC(=O)/C(=C\c2ccc(Cl)cc2)S1 | x | -2.0
COC(=O)C(C)NC(=O)C1CCCN1S(=O)(=O)c1cc(C)c(Cl)cc1C (stereo not given) | 87.8 | 5.0
COc1ccc(N2CCN(Cc3cc(=O)oc4ccc5ccccc5c34)CC2)cc1 | 63.4 | 5.6
CCOC(=O)CNS(=O)(=O)c1cc(-c2nn(C)c(=O)c3ccccc23)ccc1C | 60.7 | -2.5
CCOC(=O)c1cc(C#N)c(SCc2ccc(C#N)cc2)nc1C | 54.7 | -6.3
COc1ccc(C(=O)c2ccc(OC)c3cccc(O)c23)cc1OC | x | -4.8
O=C1CN(S(=O)(=O)c2ccccc2)CC(=O)N1CCc1ccccc1 | 60.0 | 0.2
Cc1ccc(-c2noc(CCC(=O)N3CCCc4ccccc43)n2)cc1 | 92.2 | 3.7
CCCc1ccc(O)c(N=Cc2cc([N+](=O)[O-])cc(OC)c2O)c1 | 151.1 | x
CCOc1ccc(NC(=O)C2C3C=CC4(CN(C(C(=O)OC)C(C)C)C(=O)C24)O3)cc1 (stereo not given) | 86.6 | -0.6
O=C(Nc1ccc(S(=O)(=O)Nc2ncccn2)cc1)c1cc([N+](=O)[O-])ccc1Cl | x | 1.1
O=C(NCc1ccccc1)c1cc(-c2ccco2)on1 | 117.9 | 8.0
O=C(Nc1ccc(-c2nc3ccccc3s2)c(O)c1)c1cc2ccccc2o1 | x | 12.3
Cc1cc(F)c(F)cc1C(=O)N1CCCC1 | x | 15.3
Cc1noc(C)c1S(=O)(=O)N1CCCC(C(=O)N2CCN(C3CCCCC3)CC2)C1 (stereo not given) | 88.1 | 8.7
COc1cc2nnc(/C=C/C(C)=O)c(-c3ccc(C)o3)c2cc1OC | x | -3.6
CCOc1ccc(N(CC(=O)NC2CCCC2)C(=O)CCC(=O)Nc2ccccn2)cc1 | 100.2 | 4.3
Cc1ccccc1N(CC(=O)NCC1CCCO1)C(=O)C1(C)CC(=O)N=C2C=CC=CN21 (stereo not given) | x | 0.5
CCN(CC)C(=O)CSc1ncnc2c1nnn2-c1ccc(OC)cc1 | 88.5 | 3.7
COc1ccc(OC)c(N2C(=O)CC(C(C)c3ccccc3)C2=O)c1 (stereo not given) | 95.5 | -4.6
CSc1ccccc1NC(=O)c1cnc2scc(C)n2c1=O | 81.6 | -0.5
CCOC(=O)CSc1nc2ccccc2n1CC(=O)N(C(C)C)C(C)C | 93.5 | -0.5
CCOc1cc(/C=N/NC(=O)c2cc(C34CC5CC(CC(C5)C3)C4)[nH]n2)ccc1O | x | -4.1
CCOC(=O)c1ccc(NC(=O)C(C)N2C(=O)c3ccccc3C2=O)cc1 (stereo not given) | 84.3 | 1.5
CC(=O)c1nnn(-c2nc(N3CCCC3)nc(N(c3ccccc3)c3ccccc3)n2)c1C | x | 1.8
Cc1noc(C)c1S(=O)(=O)N1CCC(C(=O)Nc2ccc(OC(F)(F)F)cc2)CC1 | 102.7 | -12.7
CC(=O)Nc1ccccc1-c1nn[nH]n1 | x | 8.0
CCOc1ccc(-c2nnc(N(CC)C(=O)C3CCC3)s2)cc1 | 89.8 | 5.3
CCc1ccccc1NC(=O)COc1ccc(C)cc1 | x | 6.1
O=C(Nc1nnc(COc2ccc(Cl)cc2)s1)c1ccccc1F | x | 1.4
Cc1ccc(C)c(NCc2ccncc2)c1 | x | 7.2
O=C(OCc1cc(-c2ccccc2)no1)c1ccc2ccccc2n1 | 85.4 | 4.2
CCOc1ccccc1C(=O)Nc1ccccc1C(N)=O | 84.7 | 7.5
O=C(Nc1ccc(-c2cnc(-c3ccc(NC(=O)C(F)(F)F)cc3)nc2)cc1)C(F)(F)F | x | -1.5
O=C(COc1cccc2ccccc12)NCc1ccncc1 | x | 6.2
